Compound activity as filed in PubChem BioAssay.
Ecoli viability: counter-screen for AddAB inhibitors: E. coli growth inhibition. E. coli V3065 growth, OD600 absorbance, 18 h. 330,000 compounds, 0.27% hits. inhibition, % at 11.9 µM. AID 449728;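 active means inhibition above the campaign's mean inhibition across all tested compounds plus 3 SD, cut at about 9.9% in these data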;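 further: uninfected addAB+ strain grown without phage in ampicillin broth; 0% = DMSO wells and 100% = ciprofloxacin 0.95 µg/ml wells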
Wnt bcat act: Wnt/beta-catenin pathway activation; AID 743398; activation, % at 9.35 µM; 300,000 compounds, 1.2% hits; Wnt/beta-catenin reporter cell assay, activator, plate reader; in the data active means activation above about 30%, passing the limit was not always enough;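 further: 0% = neutral control wells and 100% = positive control wells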
SR-BI uptake up: SR-BI HDL lipid transfer activation; CHO ldlA[mSR-BI] cells, DiI-HDL uptake fluorescence, 3 h; 100 = double the neutral-control signal; 320,000 compounds, 0.096% hits; AID 504775; activation, % at 12.5 µM;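 active means mean replicate activation of at least 60% and every replicate at or above 60%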;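 further: 0% = median plate neutral-control signal and 100% = twice that signal; values of inactives mirror those of a sister screen read the other way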
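Material: SR-BI-overexpressing, LDLR-lacking CHO cells | Dosing: Single compound concentration, delivered by pin transfer | Probe or stimulus: Labelled HDL, 10 µg/mL | Signal: Bottom-read cell fluorescence after medium removal, ex 550/em 595 nm | Schedule: 3 h, 37 °C | Evaluation: HDL uptake via cellular fluorescence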
AddAB inh: less growth of phage-infected E. coli with AddAB; E. coli expressing H. pylori AddAB, absorbance growth; inhibition, % at 11.9 µM; 330,000 compounds, 0.29% hits; AID 435030; in the data active means inhibition above about 12%;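 further: 0% = vehicle wells of infected cells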
phage Ecoli inh: E. coli growth loss with phage present. 360,000 compounds, 0.26% hits. growth absorbance. inhibition, % at 11.9 µM; in the data active means inhibition above about 11%
CAL PDZ FP-1: inhibitors of human CAL PDZ peptide binding; Q9HD26; purified CAL PDZ, TMR-peptide fluorescence polarization, 1 h; inhibition, % at 20 µM; 330,000 compounds, 0.02% hits; AID 504414;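 active means highest replicate inhibition of at least 40%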;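 further: plate controls were DMSO neutral control wells for no effect and unlabeled competitor peptide control wells for full effect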
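Test system: purified CerCALP PDZ construct; Compound dosing: one concentration, 20 µM compound; Also added: TMR-labelled reporter peptide T*-PRC34 bound in PDZ groove; Read-out: inhibition from polarization loss; Controls: unlabelled peptide and DMSO controls; Signal: FP readout, S and P plane fluorescence; Incubation: 1 h at RT.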
Tat transport: E. coli Tat transport inhibition | E. coli MC4100 TorA-mCherry Tat export, fluorescence | inhibition, % at 10 µM | 340,000 compounds, 0.036% hits | AID 488895;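 active means mean replicate inhibition at least 50% and at least half of replicates individually reaching 50%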;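 further: exported cargo escapes ClpAP degradation while cytoplasmic cargo is degraded and loses fluorescence; 0% = median of neutral control wells and 100% = median of NaSCN control wells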
CAL PDZ FP-2: CAL PDZ (human) peptide binding inhibition; AID 602252; 300,000 compounds, 0.92% hits; Q9HD26; purified CAL PDZ, TMR-peptide fluorescence polarization, 1 h; inhibition, % at 24.9 µM;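 active means mean inhibition of at least 30% with at least half of replicates also reaching 30%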;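 further: 0% = DMSO neutral control and 100% = excess unlabeled competitor peptide PRC23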
SR-BI HDL uptake: inhibitors of mouse SR-BI mediated HDL lipid uptake; Q61009; AID 488896; ldlA[mSR-BI] CHO cells, DiI-HDL uptake fluorescence, 3 h; inhibition, % at 12.5 µM; 320,000 compounds, 0.96% hits;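 active means mean replicate inhibition of at least 70% and a set share of replicates each scoring 70 or more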;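 further: 0% = median of neutral control wells and 100% = median of positive control wells; values of inactives mirror those of a sister screen read the other way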
Target sequence (Q61009 whole entry, looked up): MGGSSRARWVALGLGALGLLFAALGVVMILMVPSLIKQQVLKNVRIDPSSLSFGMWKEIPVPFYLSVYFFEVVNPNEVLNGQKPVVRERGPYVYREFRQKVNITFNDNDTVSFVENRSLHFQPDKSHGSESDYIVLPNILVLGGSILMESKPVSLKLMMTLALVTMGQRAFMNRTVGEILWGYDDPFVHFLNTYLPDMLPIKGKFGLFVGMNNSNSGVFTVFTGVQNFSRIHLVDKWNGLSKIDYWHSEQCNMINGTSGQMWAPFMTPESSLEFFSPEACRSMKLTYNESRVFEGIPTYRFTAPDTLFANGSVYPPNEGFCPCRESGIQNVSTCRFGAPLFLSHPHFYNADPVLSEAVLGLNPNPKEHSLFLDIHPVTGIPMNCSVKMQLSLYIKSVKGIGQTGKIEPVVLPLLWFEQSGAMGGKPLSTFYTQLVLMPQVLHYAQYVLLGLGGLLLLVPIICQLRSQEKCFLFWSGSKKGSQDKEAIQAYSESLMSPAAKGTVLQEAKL
MITF act: MITF TRPM1 promoter activation in melanoma cells. SK-MEL-5 TRPM1-promoter luciferase, 24 h; % of positive control, neutral wells = 0. activation, % at 12.5 µM. 300,000 compounds, 0.75% hits;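 active means mean activation of at least 80% with every replicate also reaching 80%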;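 further: 0% = neutral control wells and 100% = parthenolide positive control wells; values of inactives mirror those of a sister screen read the other way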
Active calls of the source: *; · = no result given.

Below each SMILES: CAL PDZ FP-1	CAL PDZ FP-2	Wnt bcat act	Tat transport	MITF act	SR-BI HDL uptake	SR-BI uptake up	AddAB inh	Ecoli viability	phage Ecoli inh
CCN(CC(=O)Nc1cccc(S(=O)(=O)N(C)c2ccccc2)c1)Cc1cccs1
 : 0.0	-2.4	-0.5	3.0	-9.8	27.1	-27.1	0.4	0.0	1.2
Cc1cc(C)n(-c2nnc(SCC(=O)NC3CCCC3)c3ccccc23)n1
 : -0.6	·	-4.4	-7.3	·	-12.5	12.5	3.5	0.6	3.4
CCOC(=O)[C@@H]1[C@H]2COc3ccccc3[C@H]2N2C(=O)N(c3ccc(Br)cc3)C(=O)[C@]12C
 : 0.0	-5.0	2.2	5.6	-1.8	18.4	-18.4	3.0	0.5	3.6
COc1cccc(NC(=O)CC2S/C(=N\S(=O)(=O)c3ccccc3)N(c3ccccc3)C2=O)c1 (centres undefined)
 : -0.8	-3.5	·	-4.0	-0.9	65.3	-65.3	1.8	-0.7	-1.0
COc1ccc(-n2ncc3c(=O)n(CC(=O)NC(C)C)cnc32)cc1
 : -0.6	-1.4	-0.2	10.2	·	2.4	-2.4	-0.3	1.3	0.7
COc1ccc([N+](=O)[O-])cc1NCc1ccccc1C
 : -1.8	-0.2	·	5.9	29.7	52.1	-52.1	0.1	0.7	0.7
CC(C)(Oc1ccc(Cl)cc1)C(=O)NCCCn1ccnc1
 : -2.5	-5.0	4.7	-3.1	-1.6	-15.1	15.1	2.6	-1.8	1.1
O=C(CCCOc1ccc(Cl)cc1Cl)N/N=C/c1ccccc1O
 : -1.9	-3.5	-12.6	1.7	-19.8	-12.2	12.2	6.2	3.2	6.1
FC(F)(F)c1cccc(-c2nnc(-c3ccccc3)c(N3CCOCC3)n2)c1
 : -1.1	2.2	-5.0	10.2	0.4	25.4	-25.4	-1.0	-0.9	1.7
CCCn1c(=O)c2ccccc2n2c(SCC(=O)N3CCc4ccccc4C3)nnc12
 : -2.6	-3.0	-1.8	12.4	-9.5	9.9	-9.9	2.0	2.0	1.9
Cc1cnc(NC(=O)CC2CCCC2)s1
 : 0.1	·	-0.9	2.1	50.9	2.5	-2.5	-1.9	-1.4	3.5
Cc1ccccc1-n1cc(CNC(=O)C2CCC(=O)N(C3CC3)C2)cn1 (centres undefined)
 : 0.2	1.9	-0.8	-6.9	-1.1	-11.2	11.2	3.2	0.9	-1.3
O=C(NC(Cc1ccccc1)C(=O)N1CCCCCC1)c1ccccc1 (centres undefined)
 : -1.6	-2.5	-2.2	8.5	4.8	-31.1	31.1	·	·	0.4
CC(C)CCN1CCN(Cc2cccn2-c2cccnc2)CC1CCO (centres undefined)
 : -3.5	-0.5	0.2	8.8	7.1	·	·	-0.7	-0.8	3.4
O=C(Nc1ccc([N+](=O)[O-])cc1)c1nc[nH]c1C(=O)NC1CCCCC1
 : -2.9	-1.7	-16.9	-14.1	-8.3	29.1	-29.1	-0.1	-1.3	8.7
CC(C)N(Cc1nc(-c2ccc3c(c2)OCO3)no1)Cc1nccn1C
 : -3.1	-1.1	-2.1	3.6	12.9	-43.9	43.9	-1.1	-0.8	1.7
COc1ccc(CCCC(=O)NC2CCCCC2C)c(C)c1 (centres undefined)
 : -0.2	-3.1	·	-1.5	-12.7	17.7	-17.7	-2.8	-1.4	0.0
COc1ccc(N2CCN(C(=O)COC(=O)CNC(=O)c3cccc(OC(F)F)c3)CC2)cc1
 : -1.2	·	-0.5	-10.1	4.9	20.5	-20.5	-1.4	1.1	0.3
O=S(=O)(c1cnc(Cl)c(Br)c1)N1CCc2ccccc21
 : -1.7	5.8	4.5	4.8	-3.4	-7.3	7.3	1.6	0.9	0.9
COc1cccc(C=Nc2ccc3c(c2)CCC3)c1O
 : 0.0	3.3	-1.1	-3.9	6.1	-10.9	10.9	3.0	-0.4	3.3
CCOC(=O)N1CCC(NC(=O)CCS(=O)(=O)c2ccc3c(c2)CCN3C(C)=O)CC1
 : 0.3	1.8	4.5	-1.2	1.3	-0.6	0.6	0.2	-0.5	2.4
CC(=O)Nc1ccc(C=NNC(=O)C2CC2)cc1
 : 0.3	-2.7	-4.9	5.0	8.4	-1.3	1.3	·	·	2.9
CCOC(=O)CSc1nc(NCc2ccco2)c2ccccc2n1
 : -1.3	·	·	-7.8	-4.2	1.5	-1.5	2.3	0.2	0.6
CC(CCc1ccccc1)NC(=O)CSc1cccc[n+]1[O-] (centres undefined)
 : -0.9	·	-0.9	8.1	7.0	-11.2	11.2	0.9	-2.7	3.8
Cc1cc(C(=O)N2CCCc3ccccc32)no1
 : 0.2	·	-2.0	4.6	-7.9	-21.0	21.0	1.5	1.6	-1.1
CCCCN(C(=O)Cn1nnc2ccccc21)C(C(=O)NCc1ccco1)c1ccncc1 (centres undefined)
 : -0.7	10.7	·	-12.4	-15.0	13.0	-13.0	5.3	-0.9	2.5
Cc1ccc(S(=O)(=O)Nc2nc(C)cc(N/N=C/c3ccc(O)cc3)n2)cc1
 : -1.5	-0.9	-4.9	-3.3	0.1	-17.0	17.0	0.7	0.1	5.4
CN(C)c1ccc(CN2CCCCCC2)cc1
 : -2.5	0.3	-2.4	-8.3	·	2.2	-2.2	0.0	-0.3	2.3
CCN(CC)C(=O)C1CCCN(Cc2ccc3c(c2)OCO3)C1 (centres undefined)
 : -0.6	13.2	·	-1.6	9.4	-13.3	13.3	2.1	3.0	1.9
COCCn1c(=NC(=O)c2ccccc2[N+](=O)[O-])sc2cc(S(C)(=O)=O)ccc21
 : -0.6	-5.3	-3.9	-3.7	57.6	30.9	-30.9	3.6	-0.7	2.7

Of the compounds above, these contain bromine:
Below each SMILES: CAL PDZ FP-1	CAL PDZ FP-2	Wnt bcat act	Tat transport	MITF act	SR-BI HDL uptake	SR-BI uptake up	AddAB inh	Ecoli viability	phage Ecoli inh
CCOC(=O)[C@@H]1[C@H]2COc3ccccc3[C@H]2N2C(=O)N(c3ccc(Br)cc3)C(=O)[C@]12C
 : 0.0	-5.0	2.2	5.6	-1.8	18.4	-18.4	3.0	0.5	3.6
O=S(=O)(c1cnc(Cl)c(Br)c1)N1CCc2ccccc21
 : -1.7	5.8	4.5	4.8	-3.4	-7.3	7.3	1.6	0.9	0.9

Going on with the list:
Below each SMILES: CAL PDZ FP-1	CAL PDZ FP-2	Wnt bcat act	Tat transport	MITF act	SR-BI HDL uptake	SR-BI uptake up	AddAB inh	Ecoli viability	phage Ecoli inh
Oc1ccc(-c2nc3ncccn3c2Nc2ccc3c(c2)OCCO3)cc1
 : 0.1	-2.0	·	2.6	4.6	-10.5	10.5	2.4	-0.2	2.5
CN(C)CCCC(=O)c1ccc2c(c1)OCO2
 : 0.1	-2.8	·	-1.9	-1.4	-19.2	19.2	4.1	0.7	-0.3
COc1cc2nc(=S)n3[nH]c(CCn4c(C)nc5ccccc54)nc3c2cc1OC
 : ·	-2.0	·	-10.3	-11.3	-8.6	8.6	1.7	1.1	2.4
O=C(c1cc(-c2ccco2)on1)N1CCCc2ccccc21
 : 0.9	-0.3	-1.4	0.4	19.3	10.9	-10.9	-0.9	-1.7	3.7
Cc1cc2c(C)nc(N/N=C/c3ccccc3)nc2o1
 : 0.7	-1.1	7.9	-2.3	70.3	-15.9	15.9	-2.0	-1.0	3.4
COC(=O)c1ccc(N2CCCCC2)c(NS(=O)(=O)c2ccc(C)cc2)c1
 : 0.1	-2.1	-2.0	10.8	-5.1	12.5	-12.5	0.9	1.2	2.1
CCCC(=O)O/N=C(\c1ccccc1)c1ccncc1
 : -0.1	1.2	-0.5	1.2	9.9	-4.8	4.8	1.2	-0.9	-0.6
CN(C)S(=O)(=O)c1ccc(N2CCCC2)c(C(=O)OCC(=O)N2CCN(c3ccccc3)CC2)c1
 : -2.2	-2.6	-3.7	-7.2	-7.8	14.5	-14.5	2.4	0.9	0.8
Clc1ccc(NCn2cncn2)nc1
 : -1.3	-4.0	-0.6	0.6	·	-32.9	32.9	2.7	0.1	3.9
C/C(Cn1nnc([N+](=O)[O-])n1)=N\NC(=O)c1ccc(C)cc1
 : -1.0	-3.1	-1.9	5.3	-20.4	9.5	-9.5	6.8	3.3	3.8
O=C1NC2(CCCCCC2)C(=O)N1Cc1c(F)cccc1Cl
 : 0.2	-2.4	0.6	0.1	5.3	10.6	-10.6	0.1	1.6	6.1
COc1ccccc1OCCCC(=O)Nc1nnc(C2CCCO2)s1 (centres undefined)
 : -1.5	-3.9	0.7	-6.9	-3.2	1.1	·	5.7	-2.0	0.7
Cc1ccccc1NC(=O)N1CCc2ccccc2C1
 : 0.7	8.5	3.0	5.4	16.5	19.3	-19.3	2.3	1.0	1.1
CCN1CCN(c2cc(C)c3cc(NC(=O)CCC(=O)Nc4ccc(OC)c(OC)c4)ccc3n2)CC1
 : -0.4	-0.9	4.3	8.0	6.5	3.4	-3.4	-2.0	-1.7	-1.8
CCN(CC)S(=O)(=O)c1cccc(C(=O)Oc2cccc(NC(=O)c3cccs3)c2)c1
 : -2.0	1.2	13.2	2.6	-2.2	13.9	-13.9	0.8	-2.7	1.0
O=S(=O)(NCc1cc(-c2ccccc2Cl)no1)c1ccc(Cl)cc1
 : -1.4	5.6	-2.6	4.4	·	-12.7	12.7	3.4	3.6	2.9
O=C1CCN(S(=O)(=O)c2ccccc2)C2CCCCC12 (centres undefined)
 : -5.4	1.3	-5.1	-1.8	-7.6	-7.8	7.8	-1.1	-4.9	1.4
CCOC(=O)C(Cc1ccccc1)C(=O)NCc1ccccc1 (centres undefined)
 : -0.2	-0.9	-0.7	24.6	4.6	-19.1	19.1	-3.1	-0.3	1.0
Cc1c(NC(=O)c2nn(C)c(=O)c3ccccc23)c(=O)n(-c2ccccc2)n1C
 : 1.2	-0.6	-0.7	-6.2	-8.7	2.6	-2.6	-0.2	-1.6	2.6
O=C(c1cccc([N+](=O)[O-])c1)N1CCCC(C(=O)N2CCCCC2)C1 (centres undefined)
 : -3.5	-4.5	2.8	7.3	·	-5.2	5.2	2.4	0.8	-2.9
COc1ccc(C2C(C(=O)OC(C)C)=C(C)N=c3s/c(=C\c4cccs4)c(=O)n32)cc1 (centres undefined)
 : -2.3	0.3	-0.8	-2.3	-16.8	·	·	4.6	-2.0	-0.2
CCOCCCNC(=O)CCSc1ccc(C)cc1
 : -1.8	3.8	0.4	-2.6	·	1.0	-1.0	1.6	1.0	-0.6

Three entries already listed, sorted by length of the SMILES, descending:
Below each SMILES: CAL PDZ FP-1	CAL PDZ FP-2	Wnt bcat act	Tat transport	MITF act	SR-BI HDL uptake	SR-BI uptake up	AddAB inh	Ecoli viability	phage Ecoli inh
O=C(Nc1ccc([N+](=O)[O-])cc1)c1nc[nH]c1C(=O)NC1CCCCC1
 : -2.9	-1.7	-16.9	-14.1	-8.3	29.1	-29.1	-0.1	-1.3	8.7
C/C(Cn1nnc([N+](=O)[O-])n1)=N\NC(=O)c1ccc(C)cc1
 : -1.0	-3.1	-1.9	5.3	-20.4	9.5	-9.5	6.8	3.3	3.8
O=C1NC2(CCCCCC2)C(=O)N1Cc1c(F)cccc1Cl
 : 0.2	-2.4	0.6	0.1	5.3	10.6	-10.6	0.1	1.6	6.1
